TRPV1 agonist = human TRPV1 agonism | TRPV1-expressing cells, Fluo-8 calcium influx, agonist mode | 320,000 tested, 0.19% active | activation, % at 8.33 µM; in the data active = activation above about 80%; inconclusive = between about 30% and that limit; also: 0% is about no effect
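Cells expressing TRPV1 were dye-loaded with Fluo-8 and read kinetically: 10 s baseline, 3 min after compound (agonist portion), then 2 min after EC20 capsaicin (allosteric enhancer portion). Calcium-bound dye fluorescence at 480/520 nm.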
MLL CXXC-DNA inh = inhibitors of human MLL CXXC domain-DNA interaction; 290,000 tested, 0.037% active; MLL-CXXC / FITC-HOXA9 DNA fluorescence polarization; Potency, µM (top dose mostly 115 µM), for the others: at the top dose activity change, negative = inhibition, most hits filed as inhibitors; AID 2662; Q03164; active = well fitted inhibition curve with a large enough effect in the polarisation, with a control signal flat, not every such curve was filed as active; inconclusive = small, poorly fitted or top-dose-only effect, or effect the other way, or a change in a side signal; inactive = no such curve, though single readings can be large or run the other way; the % refers to the polarisation; also: potency is read from the fitted curve at half-maximal effect
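Steps: dispense CXXC domain solution (7 uM) → pin compounds or unlabeled HOX-A9 DNA control → 5 min ambient → add FLSN-HOX-A9 solution (50 nM) → spin → 30 min ambient → fluorescence polarization. Tris pH 7.5/NaCl/DTT/BSA buffer.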
GALK inh = blocks human galactokinase activity; P51570; Purified GALK, Kinase-Glo residual ATP luminescence; Potency, µM (highest dose often 57.5 µM), for the others: at the top dose activity change, negative = inhibition, most hits filed as inhibitors; 270,000 tested, 0.007% active; AID 1868; also: potency is read from the fitted curve at half-maximal effect; % is scaled to controls: 0 for no effect and ±100 for the full control effect
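Human GALK (5 nM) with 35 uM ATP and 100 uM galactose in 20 mM HEPES pH 8.0, 5 mM MgCl2, 60 mM NaCl, 1 mM DTT, 0.01% BSA. After 1 h at room temperature, leftover ATP was read by Kinase-Glo Plus luminescence.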
a7 integrin act = activators of alpha7 integrin expression for muscular dystrophy; 350,000 tested, 0.064% active; alpha7betagal myoblasts, beta-gal FDG fluorescence, 48 h; Potency, µM (titrated, usually from 38.3 µM), for the others: top-dose activation, actives largely listed as activators;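 also: potency is read from the fitted curve at half-maximal effect; 100% = response of the positive control SU9516; nearly all actives have a fitted effect of over 60% in size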
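alpha7betagal+/- myoblasts (passage 13, 250/well) treated 48 h at 37C with compounds at 1:260 dilution of DMSO stock. Lysed, then beta-galactosidase activity read as FDG fluorescence (ex 480/em 540) after 30 min, with pre-read for autofluorescence.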
Coupling enz = counter-screen for Giardia aldolase inhibitors: coupling enzyme system; coupling enzyme system counterscreen, AmpLite Red fluorescence; 290,000 tested, 0.67% active; activity change, negative = inhibition, % at 58.2 µM, hits read low; in the data active = activity change below about -30%; also: % is scaled to controls: 0 for no effect and ±100 for the full control effect
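Compounds tested against the coupling enzymes alone at 57.5 uM final; readout was AmpLite Red fluorescence (525/598 nm) after 20 min at RT.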
KCNH2 3.1 inh = inhibitors of human KCNH2 3.1 potassium channel isoform | U2OS KCNH2 3.1, thallium flux FluxOr; hits give low values | activity change, % (tested at about 1.8 µM) | 340,000 tested, 0.95% active | AID 720553;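 active = maximum activity change below -70%; inconclusive = maximum activity change from -70% to -50%; inactive = maximum activity change above -50%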;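 also: thallium influx rate constant from kinetic fluorescence after stimulation buffer; % is scaled to controls: 0 for no effect and ±100 for the full control effect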
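Thallium flux via FluxOr fluorescence (Red40 quencher, 45 min loading) in U2OS cells virally expressing the KCNH2 3.1 isoform (1.77 x 10^8 /mL virus, overnight at 37 C). Rate constants from 2-min kinetic reads post-stimulation, normalised to positive and negative controls.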
AT treatment = potential ataxia-telangiectasia treatment; 320,000 tested, 0.19% active; AID 485349; Potency, µM (doses to about 57.5 µM), for the others: top-dose activation, most hits filed as activators; […] A-T fibroblasts, KAP-1 phosphorylation AlphaLISA; neocarzinostatin DNA damage 30 min before lysis; also: potency is read from the fitted curve at half-maximal effect; % of control where 0% means no effect; nearly all actives have a fitted effect of over 45% in size
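ATM-like activity read as KAP-1 phosphorylation via AlphaLISA donor/acceptor antibody pairs after lysis and 6 hr at 25C. Cells were ATM-null patient fibroblasts ([…], hTERT), dosed 60 min, then exposed to the DSB inducer NCS for 30 min.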
hERG WT inh = KCNH2 (human, wildtype) channel inhibition. Q12809. U2OS, BacMam KCNH2, thallium flux FluxOr; hits give low values. activity change, % at 1.84 µM. 340,000 tested, 0.37% active. AID 720551;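 active = maximum activity change below -70%; inconclusive = maximum activity change between -70% and -50%; inactive = maximum activity change above -50%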; also: % is scaled to controls: 0 for no effect and ±100 for the full control effect
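U2OS cells were transduced with wild-type KCNH2 virus (2.03 x 10^8 / mL) for 4 h at room temperature, then cultured overnight at 37 C. Thallium flux was read with FluxOr dye. Rate constants were normalized to DMSO controls.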
ASM inhibitor = inhibitors of human secretory acid sphingomyelinase; P17405; placental ASM, HMU-PC fluorogenic substrate, 60 min; Potency, µM (series often up to 57.5 µM), for inactives: at the highest dose activity change, negative = inhibition, most hits filed as inhibitors; 340,000 tested, 0.006% active; AID 504937; also: potency is read from the fitted curve at half-maximal effect
Target sequence (P17405 47-631 limits assumed): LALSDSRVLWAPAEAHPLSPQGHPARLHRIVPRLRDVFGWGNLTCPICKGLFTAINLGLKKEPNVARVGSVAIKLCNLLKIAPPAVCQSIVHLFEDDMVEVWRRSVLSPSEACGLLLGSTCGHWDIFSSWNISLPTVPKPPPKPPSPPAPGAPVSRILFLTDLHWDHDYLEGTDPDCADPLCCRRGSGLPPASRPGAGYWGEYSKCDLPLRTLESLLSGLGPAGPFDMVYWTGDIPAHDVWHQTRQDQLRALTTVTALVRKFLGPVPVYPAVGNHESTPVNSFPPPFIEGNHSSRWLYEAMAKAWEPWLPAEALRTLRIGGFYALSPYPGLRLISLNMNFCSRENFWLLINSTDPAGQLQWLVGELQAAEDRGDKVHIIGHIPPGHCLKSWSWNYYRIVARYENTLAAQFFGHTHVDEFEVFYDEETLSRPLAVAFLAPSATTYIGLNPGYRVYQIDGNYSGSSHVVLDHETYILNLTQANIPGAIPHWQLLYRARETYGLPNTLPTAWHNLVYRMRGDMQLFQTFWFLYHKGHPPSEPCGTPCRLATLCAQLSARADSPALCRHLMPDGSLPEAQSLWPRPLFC
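Steps: dispense placental human ASM, pin compound, wait 10 min at room temperature, add HMU-PC0 substrate at 9 uM final, incubate 60 min at 37 °C, add stop solution raising pH to 10, read fluorescence.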
MBNL1-CUG inh = blocks human MBNL1 binding to CUG repeat RNA. Potency, µM (highest dose often 57.5 µM), inactives show top-dose activity change, negative = inhibition, actives largely listed as inhibitors. AID 2675. TR-FRET MBNL1-His/biotin-(CUG)12 binding, 665/545 ratio. 280,000 tested, 0.036% active. Q9NR56; active = well fitted inhibition curve with a large enough effect in the signal ratio, with a control signal flat, not every such curve was filed as active; inconclusive = small, poorly fitted or top-dose-only effect, or effect the other way, or a change in a side signal; inactive = no such curve, though single readings can be large or run the other way; the % refers to the signal ratio; also: potency is read from the fitted curve at half-maximal effect; % is scaled to controls: 0 for no effect and ±100 for the full control effect
Target sequence (Q9NR56 whole entry, looked up): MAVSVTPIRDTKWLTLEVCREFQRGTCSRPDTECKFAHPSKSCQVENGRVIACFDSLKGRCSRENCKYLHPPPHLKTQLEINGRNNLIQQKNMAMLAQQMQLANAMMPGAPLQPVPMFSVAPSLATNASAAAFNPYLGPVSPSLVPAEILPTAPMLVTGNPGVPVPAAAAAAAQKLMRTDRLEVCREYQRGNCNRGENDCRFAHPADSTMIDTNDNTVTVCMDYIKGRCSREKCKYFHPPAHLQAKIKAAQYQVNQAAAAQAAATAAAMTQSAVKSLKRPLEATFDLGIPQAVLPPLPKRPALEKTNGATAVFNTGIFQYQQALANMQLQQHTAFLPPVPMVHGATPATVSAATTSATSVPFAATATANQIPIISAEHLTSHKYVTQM
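Inhibition of protein-RNA binding appears as loss of TR-FRET between terbium anti-His antibody on MBNL1-His and streptavidin-XL665 on biotin-(CUG)12. Activity is normalized to buffer-only and uninhibited-complex controls.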
* hit, by the source's call; i = inactive; ? = inconclusive; / = no result given; [ ] = another dose, or the depositor's remark. Unless noted, calls follow the shape of the dose curve; as a rule, active = well fitted curve in the direction sought with a large enough effect; inconclusive = small, poorly fitted or top-dose-only effect, or another doubt; inactive = no such curve, though single readings can be large; an effect the other way counts as inactive or inconclusive.

A first look:
SMILES	TRPV1 agonist	MLL CXXC-DNA inh	GALK inh	a7 integrin act	Coupling enz	KCNH2 3.1 inh	AT treatment	hERG WT inh	ASM inhibitor	MBNL1-CUG inh
Cc1ccc(CSc2nnc(-c3ccncc3)n2CC2CCCO2)cc1 (stereo not given)	-1	6%	/	17%	2	3	1%	5	-1%	-1%
C=CCN(C(=O)CCS(=O)(=O)c1cccc2nsnc12)c1ccccc1	-1	4%	16%	-4%	-1	-8	-1%	-1	18%	?

The listing, repeating the preview:
SMILES	TRPV1 agonist	MLL CXXC-DNA inh	GALK inh	a7 integrin act	Coupling enz	KCNH2 3.1 inh	AT treatment	hERG WT inh	ASM inhibitor	MBNL1-CUG inh
Cc1ccc(CSc2nnc(-c3ccncc3)n2CC2CCCO2)cc1 (stereo not given)	-1	6%	/	17%	2	3	1%	5	-1%	-1%
C=CCN(C(=O)CCS(=O)(=O)c1cccc2nsnc12)c1ccccc1	-1	4%	16%	-4%	-1	-8	-1%	-1	18%	?
CC(C(=O)Nc1cccc([N+](=O)[O-])c1)[n+]1ccccc1 (stereo not given)	1	0%	-2%	?	-19	5	0%	/	-1%	-9%
COc1ccc(OCC(=O)Nc2cc3oc4ccccc4c3cc2OC)cc1	2	4%	2%	22%	-5	-4	0%	-1	1%	/
COc1cccc(C(C(=O)NC2CCCC2)N(CCC(C)C)C(=O)CCC(=O)Nc2cc(C)on2)c1 (stereo not given)	28	3%	12%	-23%	0	7	-11%	2	-3%	-5%
Cc1nnc(SC(C)C(=O)Nc2ccc(N3CCOCC3)cc2)n1Cc1ccccc1 (stereo not given)	3	/	/	4%	/	3	-1%	-1	/	/
O=S(=O)(c1ccc(Cl)cc1)N1CCN(C(=S)Nc2ccccc2F)CC1	1	-1%	11%	-15%	3	-8	10%	-1	0%	-5%
CCS(=O)(=O)C(=C(Nc1ccc(OC)cc1)Nc1ccc(OC)cc1)S(=O)(=O)CC	-3	-1%	/	-35%	2	-4	5%	11	0%	-6%
O=C(CNC(=O)c1cn2ccccc2n1)Nc1ccc(F)c(F)c1	3	/	/	-26%	/	12	2%	-4	3%	/
O=C(NNC(=O)c1cc2ccccc2o1)c1ccc(Cl)cc1	26	-24%	7%	26%	0	7	-2%	0	-1%	2%
Cc1ccc(C)c(C(=O)CCC(=O)Nc2ccc(F)cc2)c1	?	1%	6%	8%	0	-1	1%	-6	1%	-4%
CCn1ccnc1CNC(=O)C1CCC(=O)N(Cc2cccc(C(F)(F)F)c2)C1 (stereo not given)	0	5%	-1%	-9%	0	-3	-1%	-9	1%	3%
N#Cc1ccccc1COC(=O)CCCC1=NS(=O)(=O)c2ccccc2N1	2	6%	-2%	-25%	/	5	6%	3	-4%	0%
COc1ccc(CCN(C)C(=O)C2CCCN(C3CCN(Cc4ccccc4)CC3)C2)cc1OC (stereo not given)	-1	4%	3%	0%	2	-44	2%	13	-4%	-1%
CCOC(=O)c1c(NC(=O)C2CC(Cl)=CCC2C(=O)O)sc2c1CCCCC2 (stereo not given)	2	1%	-14%	?	/	-11	-7%	-2	-8%	7%
CCOc1cc2[nH]c(=O)n(Cc3ccc(C(=O)NCCCN4CCC(C)CC4)cc3)c(=O)c2cc1OCC	-1	13%	11%	-70%[inhibitor]	1	1	-1%	4	-2%	-1%
O=C(NNS(=O)(=O)c1ccc(Br)cc1)c1sccc1-n1cccc1	-3	3%	-2%	-5%	-2	3	0%	3	0%	1%
COc1ccc(-c2c(C#N)c(N)nc3c2CCCCCC3)cc1OC	-6	-16%	3%	-20%	9	16	/	6	5%	-11%
O=C(Nc1nc2cc3c(cc2s1)OCCO3)c1ccc(N2C(=O)CCC2=O)cc1	1	-6%	4%	13%	3	2	-3%	-5	3%	-4%
COc1ccc(NC(=O)Nc2cccc(F)c2)c(OC)c1	10	17%	-1%	43%	-4	/	0%	-3	-4%	-3%
O=C(COc1cccc(Br)c1)Nc1ccc(N2CCOCC2)cc1N1CCOCC1	17	/	/	-6%	/	-9	2%	13	-7%	/
Cc1ccc(C(=O)CSc2nnc(-c3ccccc3N)n2C)cc1C	-1	-6%	-3%	-10%	0	1	/	-3	-3%	?
Cc1ccc(NC(=S)/C(=C(\[O-])c2ccc(F)cc2)[n+]2ccccc2)cc1	4	11%	10%	-14%	0	5	-2%	-5	11%	8%
CCOC(=O)CCc1cccc2c1CCC2=O	2	-9%	7%	-2%	-3	21	-7%	-5	0%	-13%
Cc1cccc(NC(=O)/C(C#N)=C\c2cn(CC(=O)O)c3ccccc23)c1	6	4%	-6%	31%	0	6	0%	7	0%	?

Remaining list, next part:
SMILES	TRPV1 agonist	MLL CXXC-DNA inh	GALK inh	a7 integrin act	Coupling enz	KCNH2 3.1 inh	AT treatment	hERG WT inh	ASM inhibitor	MBNL1-CUG inh
CCOC(=O)C(C(=O)Nc1ccc(C)cc1)C1CCCCC1 (stereo not given)	25	6%	3%	-1%	3	8	/	0	0%	-2%
COc1ccc(C(=O)Nc2ccc(NC(=O)c3cccs3)c(OC)c2)cc1Cl	2	1%	-2%	-19%	0	-83*	0%	2	45%	-9%
O=C(O)c1ccc(-c2nc(-c3ccc(Cl)cc3Cl)cs2)cc1	-4	11%	-3%	-13%	8	/	-4%	1	-1%	148%[activator]
CC(=O)Nc1ccc(C(=O)N(C)C(C(=O)Nc2ccccc2)c2ccccn2)cc1 (stereo not given)	-1	?	-1%	26%	1	-7	4%	4	1%	-10%
CCCCn1c(N)c(N(CC)C(=O)c2ccc(C#N)cc2)c(=O)[nH]c1=O	1	-3%	1%	20%	3	17	-6%	-3	3%	-1%
Cc1ccc(C)n1CCN1CCN(C(=O)CSc2nc3ccccc3nc2N2CCOCC2)CC1	1	3%	1%	-29%	0	4	-3%	-3	6%	15%
CC(=O)Nc1ccc(O)cc1[N+](=O)[O-]	11	6%	1%	-14%	3	6	-3%	-4	-2%	?
Cc1ccc(NC(=O)CS(=O)CC(=O)N2CCN(C3CCCC3)CC2)cc1 (stereo not given)	-2	-1%	2%	0%	2	-10	-3%	-7	-13%	-3%
CCn1c(=O)c(-c2nc3ccccc3[nH]2)c(O)c2ccccc21	5	-24%	-1%	-21%	0	10	8%	-3	48%	-9%
CC(C)(C)c1cc(CCC(=O)NCc2cccnc2)cc(C(C)(C)C)c1O	-2	4%	-3%	16%	/	4	21%	-14	-1%	0%
CN(C(=O)c1ccc(-c2ccccc2)cc1)C1CCCCC1	/	/	/	8%	/	-2	/	1	-3%	/
CC(NC(=O)C1(C)CC1(Br)Br)C(C)(C)C (stereo not given)	1	-2%	-2%	7%	3	5	8%	-10	2%	-1%
CCOC(=O)C1=C(C)C(c2ccccc2OC)NC(=S)N1 (stereo not given)	3	-12%	/	2%	0	2	-3%	10	2%	-10%
CCN(C(=O)COc1cc(=O)n(CC)c2ccccc12)c1cccc(Cl)c1	25	-5%	1%	-9%	4	10	3%	1	-1%	1%
Cc1cc(NC(=O)C(C)SCC(=O)OCc2ccc([N+](=O)[O-])cc2)no1 (stereo not given)	0	/	/	5%	/	-24	11%	11	0%	/
COCC(=O)N1CCC(Oc2ccc(C(=O)N3CCCCC3COC)cc2)CC1 (stereo not given)	1	24%	7%	-2%	-1	-4	2%	-18	0%	3%
CS(=O)(=O)N(CC(=O)N1CCCC1)c1ccccc1F	-1	1%	-4%	-17%	1	-19	-1%	14	1%	-7%
Clc1cc(Cl)c(OCc2nc(-c3ccccn3)no2)cc1Cl	2	0%	-1%	8%	1	-3	3%	1	-12%	2%
COC(=O)c1ccc(CSc2nc(C)nc3c2c(=O)n(C)c(=O)n3C)o1	0	-7%	1%	7%	-1	17	-6%	-5	-1%	5%
O=C(CSc1ncccn1)NC(=O)c1ccccc1	-6	-5%	0%	0%	3	2	-7%	2	1%	-12%
COc1ccccc1Nc1ncc(C(=O)Nc2ccc(OC)c(OC)c2)c2ccccc12	-5	10%	/	6%	2	-6	0%	-3	149%	28%
O=C(Nc1ccc(N2CCCCC2)cc1)c1ccc(F)cc1F	?	1%	5%	28%	0	-31	-3%	-4	-2%	/
CSc1ccccc1NS(=O)(=O)c1ccc2c(c1)OCCO2	-1	6%	-6%	-6%	6	10	-4%	-1	1%	-3%
c1ccc2c(c1)NC1(CCCC1)n1c-2nc2ccccc21	-1	-9%	-1%	6%	0	9	13%	-1	i	7%
Cc1cc(F)ccc1NC(=O)c1ccc(NS(=O)(=O)c2cc(C(C)(C)C)ccc2C)cc1	0	-5%	0%	24%	-1	-1	-2%	0	-22%	-18%
CCn1c(=O)c2ccccc2n(Cc2cccc([N+](=O)[O-])c2)c1=O	0	?	10%	6%	2	-1	9%	0	-1%	-1%
COc1cccc(NC(=O)C2CCN(S(=O)(=O)c3ccc4c(c3)CC(C)N4C(C)=O)CC2)c1 (stereo not given)	-2	-1%	-2%	-15%	4	3	4%	-10	-2%	-2%
